ELG1 repair inh: qHTS screen for small molecules that inhibit ELG1-dependent DNA repair in human embryonic kidney (HEK293T) cells expressing luciferase-tagged ELG1. HEK293T ELG1-luciferase reporter, luminescence, 16 h; DNA damage induced by 5-fluorouridine. Potency, µM (highest dose often 46.1 µM), without a hit: top-dose activity change, negative = inhibition, most hits filed as inhibitors. 330,000 tested, 2.3% active. AID 504467, 2011; also: potency is read from the fitted curve at half-maximal effect; % is scaled to controls: 0 for no effect and ±100 for the full control effect; nearly all actives have a fitted effect of over 55% in size
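Luminescence from the luciferase reporter, measured 30 min after ONE-Glo reagent at room temperature, was the read-out. Beforehand, 2,000 cells per well were exposed for 16 hr at 37 °C to 5-fluorouridine together with compound or vehicle.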
TCR act: Activators of T cell receptors: qHTS campaign; primary human leukocytes, anti-CD3, IL-2 HTRF, 48 h; Potency, µM (series often up to 9.22 µM), for inactives: at the highest dose activation of IL-2 secretion, actives largely listed as activators; 330,000 tested, under 10 active; AID 504894, 2011; also: % of control where 0% means no effect
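TCR engagement came from a-CD3 beads alone, with compounds added to primary human leukocytes for 48 hr. Secreted IL-2 bridged europium cryptate- and d2-labelled anti-IL-2 antibodies, giving FRET emission at 665nm after 320nm excitation.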
Mito fusion act: qHTS Assay for Small Molecule Inhibitors of Mitochondrial Division or Activators of Mitochondrial Fusion; S. cerevisiae fusion-defective mutant growth rescue, CellTiterGlo 48 h; Potency, µM (doses to about 46.1 µM), without a hit: at the top dose growth rescue (activation), most hits filed as activators; 320,000 tested, 0.23% active; AID 485298, 2010;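 also: potency is read from the fitted curve at half-maximal effect; % of control where 0% means no effect; nearly all actives have a fitted effect of over 45% in size; temperature-sensitive fusion mutants such as fzo1-1 at 37 °C on non-fermentable ethanol glycerol medium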
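Read-out: ATP-based luminescence (CellTiterGlo, 10 min ambient) reporting growth of fusion-defective ts yeast after 48 hours at 37C on glycerol/ethanol YPEG medium in the presence of compound.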
TSG101-PTAP inh: qHTS Assay for Iinhibitors of HIV-1 Budding by Blocking the Interaction of PTAP/TSG101. Potency, µM (titrated, usually from 115 µM), for inactives: top-dose activity change, negative = inhibition, hits mostly inhibitors. Fluorescence polarization, FITC-PTAP peptide / Tsg101 binding. 340,000 tested, under 10 active. Tumor susceptibility gene 101 protein (Homo sapiens), Q99816; active = well fitted inhibition curve with a large enough effect in the main read-out, with a control signal flat, not every such curve was filed as active; inconclusive = small, poorly fitted or top-dose-only effect, or effect the other way, or a change in a side signal; inactive = no such curve, though single readings can be large or run the other way; also: potency is read from the fitted curve at half-maximal effect; % of control where 0% means no effect
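Compounds were pin-transferred onto Tsg101 binding domain (10 uM final) in HEPES pH 7.5 buffer, then FITC-PTAP peptide was added at 50 nM final. After 20 min at RT, polarization reported peptide displacement across a qHTS concentration series.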
B2AR arrestin: qHTS assay of beta-arrestin-biased ligands of beta2-adrenergic receptor | Beta-2 adrenergic receptor (Homo sapiens), P07550 | beta-arrestin recruitment to beta2AR, cell-based reporter | Potency, µM (top dose mostly 46.1 µM), for inactives: at the highest dose activation, usual class: activators | 330,000 tested, 0.02% active | AID 492947, 2010;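 also: potency is read from the fitted curve at half-maximal effect; 0% = DMSO controls and full agonism = EC100 isoproterenol or metaproterenol; nearly all actives have a fitted effect of over 65% in size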
Target sequence (P07550 whole entry, looked up): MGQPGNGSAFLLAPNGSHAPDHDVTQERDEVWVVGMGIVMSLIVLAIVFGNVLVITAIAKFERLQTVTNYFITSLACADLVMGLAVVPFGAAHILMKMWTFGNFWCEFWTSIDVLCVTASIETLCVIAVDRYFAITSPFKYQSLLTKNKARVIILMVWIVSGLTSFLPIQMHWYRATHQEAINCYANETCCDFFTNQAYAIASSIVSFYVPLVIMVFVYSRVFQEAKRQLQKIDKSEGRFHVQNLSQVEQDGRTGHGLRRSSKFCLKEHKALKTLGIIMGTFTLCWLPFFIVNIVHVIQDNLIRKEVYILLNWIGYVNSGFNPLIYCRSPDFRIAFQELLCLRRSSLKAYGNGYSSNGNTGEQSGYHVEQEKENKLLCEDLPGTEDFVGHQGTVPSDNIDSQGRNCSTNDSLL
BCR signal inh: qHTS Assay to Find Inhibitors of Chronic Active B-Cell Receptor Signaling; Potency, µM (top dose mostly 46.1 µM), without a hit: top-dose ratio change, negative = lower green/red ratio, most hits filed as inhibitors; 340,000 tested, 0.05% active; ABC-DLBCL IkBa-CBG/CBR reporter, luminescence ratio, 4 h; active = well fitted inhibition curve with a large enough effect in the signal ratio, with a control signal flat, not every such curve was filed as active; inconclusive = small, poorly fitted or top-dose-only effect, or effect the other way, or a change in a side signal; the % refers to the signal ratio;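 also: potency is read from the fitted curve at half-maximal effect; plate controls were basal doxycycline-induced cells for no effect and cells given 10 µM MG132 for full effect; MG132 reads +100%, hits lower the ratio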
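Concentration-response series (up to 46 uM) were applied to TMD8 dual-reporter cells for 4 h at 37C with doxycycline. Green/red ratio, after filter-overlap correction, defined %Activity; red signal alone was normalised to basal cells and zero luminescence.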
Eya2 phos inh: qHTS Assay for Inhibitors of the Phosphatase Activity of Eya2 | Protein phosphatase EYA2 (Homo sapiens), O00167 | recombinant Eya2, OMFP fluorescence dephosphorylation (OMFP is methylfluorescein phosphate) | Potency, µM (top dose mostly 76.9 µM), without a hit: at the top dose activity, negative = inhibition, most hits filed as inhibitors | 330,000 tested, 0.006% active; also: potency is read from the fitted curve at half-maximal effect; % is scaled to controls: 0 for no effect and ±100 for the full control effect
Target sequence (O00167 whole entry, looked up): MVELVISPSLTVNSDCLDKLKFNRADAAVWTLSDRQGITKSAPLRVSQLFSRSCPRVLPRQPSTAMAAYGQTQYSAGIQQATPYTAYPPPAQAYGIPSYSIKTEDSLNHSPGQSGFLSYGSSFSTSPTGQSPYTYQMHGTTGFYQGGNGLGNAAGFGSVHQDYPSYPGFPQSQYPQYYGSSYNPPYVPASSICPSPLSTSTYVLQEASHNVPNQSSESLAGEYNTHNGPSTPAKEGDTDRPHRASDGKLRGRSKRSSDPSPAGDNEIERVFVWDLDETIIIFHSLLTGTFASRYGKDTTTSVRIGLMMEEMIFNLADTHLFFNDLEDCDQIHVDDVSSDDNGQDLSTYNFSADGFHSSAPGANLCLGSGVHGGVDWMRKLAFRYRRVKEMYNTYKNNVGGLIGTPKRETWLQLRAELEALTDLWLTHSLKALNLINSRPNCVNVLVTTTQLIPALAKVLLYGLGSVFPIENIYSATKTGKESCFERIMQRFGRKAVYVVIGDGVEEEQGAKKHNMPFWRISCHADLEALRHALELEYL
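Eya2 (0.2 uM) preincubated 10 min at ambient with compound, then OMFP substrate added at 50 uM; 10 min reaction in 50 mM HEPES pH 7.5, 50 mM NaCl, 5 uM MgCl2, 0.05% BSA, 1 mM DTT. Fluorescence read at Ex 485/Em 525 nm.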
TSHR antagonist: Antagonists of the Thyroid Stimulating Hormone Receptor: HTS campaign; Thyrotropin receptor (Homo sapiens), P16473; TSHR-expressing cells, TSH-stimulated cAMP HTRF, 2 h; stronger effect = lower value; activity change, negative = inhibition, % at 11.5 µM; 330,000 tested, 0.2% active; AID 504810, 2011;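 active = activity change below a set negative limit, meaning inhibition stronger than a set level, cut at about -70% in these data; inconclusive = activity change between two set negative limits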; also: % is scaled to controls: 0 for no effect and ±100 for the full control effect
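TSHR-expressing cells were treated with compounds, then stimulated with TSH at EC80 (4nM final) for 2 hours at 37 deg C. Cellular cAMP was measured by HTRF competition between lysate cAMP and cAMP-d2 for a cryptate-labelled anti-cAMP antibody.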
USP2a inh: qHTS Assay for Inhibitors of Ubiquitin-specific Protease USP2a Using CHOP2 as the Reporter. USP2 core, Ub-CHOP2 coupled fluorogenic reporter, 485/531. Potency, µM (series often up to 38.3 µM), without a hit: top-dose activity change, negative = inhibition, usual class: inhibitors. 330,000 tested, 0.01% active. AID 463254, 2010;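 also: potency is read from the fitted curve at half-maximal effect; plate controls were DMSO wells for no effect and full inhibition by NEM control for full effect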
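USP2 core (10nM final) preincubated 30min RT with compound in 20mM Tris-HCl pH 8.0, 2mM CaCl2, 2mM beta-mercaptoethanol, 0.05% CHAPS; 25nM Ub-CHOP2 plus 25nM reporter substrate added, fluorescence (Ex485/Em531) read after 60min.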
Tb PFK inh: qHTS Assay to Find Inhibitors of T. brucei phosphofructokinase. ATP-dependent 6-phosphofructokinase (Trypanosoma brucei brucei), O15648. T. brucei PFK, ADP-Glo luminescence. Potency, µM (top dose mostly 57.5 µM), without a hit: at the top dose activity, negative = inhibition, usual class: inhibitors. 330,000 tested, 0.17% active. AID 485367, 2010;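 also: potency is read from the fitted curve at half-maximal effect; 0% = uninhibited 1x PFK enzyme wells and -100% = no-enzyme wells; nearly all actives have a fitted effect of over 60% in size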
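PFK 1.25 nM, F6P 0.5 mM, ATP 0.1 mM, 0.1 M TEA pH 8.0, 5 mM MgCl2, 0.01% Tween20, 0.1% BSA; 45 min RT. ADP-Glo readout. qHTS titration up to 57 uM; curves fitted, compounds curve-classed.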
uPA generation: qHTS for Inhibitors of Cell Surface uPA Generation; cell surface uPA generation assay, qHTS; Potency, µM (titrated, usually from 38.3 µM), without a hit: top-dose activity change, negative = inhibition, actives largely listed as inhibitors; 330,000 tested, 0.31% active; AID 540303, 2011; active = well fitted inhibition curve with a large enough effect; inconclusive = small, poorly fitted or top-dose-only effect; inactive = no such curve, though single readings can be large or run the other way; tested in mouse RAW 264.7 cells; also: potency is read from the fitted curve at half-maximal effect; % is scaled to controls: 0 for no effect and ±100 for the full control effect; nearly all actives have a fitted effect of over 55% in size
Starred values were filed as active, the others as inactive; ? = inconclusive; nt = no result given; [ ] = remark or other dose. Unless noted, calls follow the shape of the dose curve; as a rule, active = well fitted curve in the direction sought with a large enough effect; inconclusive = small, poorly fitted or top-dose-only effect, or another doubt; inactive = no such curve, though single readings can be large; an effect the other way counts as inactive or inconclusive.

SMILES	ELG1 repair inh	TCR act	Mito fusion act	TSG101-PTAP inh	B2AR arrestin	BCR signal inh	Eya2 phos inh	TSHR antagonist	USP2a inh	Tb PFK inh	uPA generation
Cc1ccc(CSCC(=O)N2CCN(Cc3ccc4c(c3)OCO4)CC2)cc1	?	-1%[46.1 µM]	8%	-9%	-0.3%	?	-13%	-17	3%	?	-6%
COc1ccc2c(c1)[C@H]1[C@H](CO2)[C@H](c2ccccc2)[C@]2(C)C(=O)Nc3ccc(Br)cc3C(=O)N12	15%	-3%	nt	-1%	0.9%	?	1%	-20	3%	-10%	5%
Cc1nc(SCC(=O)N(C)C2CCCCC2)[nH]c(=O)c1Cc1ccccc1	4%	nt	0%	-4%	3.4%	5%	4%	19	-1%	-4%	-2%
O=C(c1cc2c(ccc3ccccc32)o1)N1CCN(c2ncc(C(F)(F)F)cc2Cl)CC1	7%	-1%	-2%	2%	0.5%	-13%	4%	-6	1%	-3%	2%
O=C(OCC(=O)N1CCN(C(=O)c2ccco2)CC1)c1cn(-c2ccccc2)nc1-c1ccccc1	?	-5%	-1%	0%	-0.2%	1%	7%	-11	3%	5%	-1%
COc1ccc(CCNc2ncnc3nc[nH]c23)cc1OC	15µM*	-5%	-2%	-4%	-0.4%	5%	-8%	-7	2%	-2%	?
COc1ccc(Nc2cc(=O)n(-c3ccccc3)c3c2c(=O)n(C)c(=O)n3C)cc1	-10%	4%	6%	-5%	-0.7%	-4%	?	-13	-2%	2%	-6%
CCOC(=O)C(Cc1ccccc1)C(=O)Nc1cccc2ccccc12 (configuration not stated)	-4%	-4%[46.1 µM]	0%	0%	0.4%	?	-29%	12	2%	0%	6%
Cn1c(=O)c2c(nc(NCc3ccco3)n2Cc2ccc(Cl)cc2Cl)n(C)c1=O	?	4%	2%	-7%	-0.2%	3%	-2%	4	0%	-2%	-3%
Cc1ccc(N2CC(=O)N(NC(=O)CN3CCN(c4ccccc4)CC3)CC2=O)cc1	0%	-6%	-1%	-2%	0.4%	0%	0%	5	2%	0%	-2%
O=C(c1cc2sccc2n1Cc1ccccc1)N1CCN(c2nc3ccccc3s2)CC1	-10%	3%	-4%	-4%	-0.8%	?	0%	-47	-6%	4%	-1%
CC(C)CN(C(=O)CCC(=O)OC(C)C(=O)Nc1cccc(C#N)c1)c1c(N)n(CC(C)C)c(=O)[nH]c1=O (configuration not stated)	-7%	0%	-3%	-4%	-0.3%	9%	17%	12	0%	-2%	2%
CCn1c(SCC(N)=O)nc2ccccc2c1=O	11%	4%	-7%	-2%	0.5%	-2%	3%	9	-2%	-2%	-1%
CC(Sc1nnc(NC2CC2)s1)C(=O)Nc1ccc(N2CCOCC2)cc1 (configuration not stated)	0%	-1%	1%	-7%	0.0%	0%	11%	-5	2%	2%	0%
CSc1ccc(Cl)c(C(=O)OCC(=O)NCC(C)C)c1	10%	-2%	6%	1%	-1.7%	1%	8%	1	0%	2%	3%
Cc1cc(OCC(=O)Nc2ccc(N3CCCC3)cc2)cc(C)c1Cl	-5%	0%	0%	-3%	-0.8%	-15%	-6%	-5	?	25%	-1%
O=c1[nH]c(C(F)(F)F)nc2ccc3ccccc3c12	?	7%	?	-2%	0.3%	?	18%	9	2%	6%	-2%
COc1ccc(Cl)cc1NC(=O)Nn1cnnc1	-2%	-1%	-1%	-5%	0.0%	-6%	36%	-1	-1%	2%	nt
CCOc1ccc(NC(=O)C(=O)N/N=C\c2ccc(CNS(=O)(=O)c3ccccc3)o2)cc1	?	1%[46.1 µM]	-1%	0%	-0.7%	3%	1%	19	1%	0%	-12%
Cc1cccc(CCNC(=O)Cn2ncc3c([nH]c4ccc(C)cc43)c2=O)c1	7%	-5%	-6%	-5%	-0.1%	1%	-1%	-2	3%	3%	3%
CCN(C(=O)CN1C(=O)S/C(=C\C=C\c2ccccc2)C1=O)C1CCS(=O)(=O)C1 (configuration not stated)	1%	2%	1%	-10%	-0.4%	?	3%	-15	-4%	1%	-3%
CCC(CO)Oc1cc(NCc2cccc(F)c2)c2ncn(C(C)C)c2c1 (configuration not stated)	0%	0%	nt	4%	-0.7%	?	-20%	9	1%	-4%	-2%
CCOC(=O)c1[nH]c(C)c(C(=O)OCC(=O)N2CC(=O)Nc3ccccc32)c1C	?	3%[46.1 µM]	-5%	-1%	0.1%	-17%	4%	-5	3%	-1%	-3%
Cc1cc(C)n(-c2cc(C(C)(C)C)nc3c(-c4ccc(Cl)cc4)cnn23)n1	0%	1%	-14%	-6%	-0.1%	20%	-8%	24	-1%	6%	nt
CCN(CC(=O)NC1CCS(=O)(=O)C1)S(=O)(=O)c1ccccc1 (configuration not stated)	?	4%	0%	-1%	-0.2%	-4%	0%	10	0%	0%	0%
COc1ccccc1NS(=O)(=O)c1ccc(O)c(C(=O)OCC(=O)N2c3ccccc3CC2C)c1 (configuration not stated)	-5%	5%	18%	0%	0.0%	?	0%	-9	-11%	-9%	1%
NNC(=O)CCc1ccc(S(=O)(=O)N2CCOCC2)cc1	4%	-2%	0%	-8%	-0.2%	?	6%	2	10%	3%	-4%
CC(C)(C)NC(=O)C(c1ccco1)N(Cc1ccc2c(c1)OCO2)C(=O)c1snc(C(N)=O)c1N (configuration not stated)	-27%	-1%	3%	0%	0.0%	0%	11%	-1	3%	-2%	2%
C=C1c2ccccc2S(=O)(=O)N(Cc2ccccc2)C1COCc1ccccc1 (configuration not stated)	-6%	8%	-25%	0%	-0.1%	?	0%	-4	0%	1%	8%
O=C(COc1ccccc1)N(Cc1ccccc1)c1nc(-c2ccccc2)cs1	0%	-11%	-5%	-5%	-0.3%	0%	6%	3	1%	-4%	3%
COc1ccccc1CNC(=O)C(=O)NCC1OCCN1S(=O)(=O)c1ccccc1 (configuration not stated)	-6%	0%	4%	-1%	-0.9%	-13%	-12%	-1	0%	4%	11%
COC(C(=O)Nc1ccc(NC(=O)C(OC)c2ccccc2)cc1)c1ccccc1 (configuration not stated)	-4%	-2%	-1%	0%	0.0%	-7%	-13%	8	2%	2%	2%
O=C(NC1CCN(S(=O)(=O)c2ccccc2)CC1)c1cccc(F)c1	-4%	nt	1%	-1%	-0.4%	0%	-2%	-9	0%	-6%	-2%

3 compounds drawn at random from those above, as already listed:
SMILES	ELG1 repair inh	TCR act	Mito fusion act	TSG101-PTAP inh	B2AR arrestin	BCR signal inh	Eya2 phos inh	TSHR antagonist	USP2a inh	Tb PFK inh	uPA generation
O=C(COc1ccccc1)N(Cc1ccccc1)c1nc(-c2ccccc2)cs1	0%	-11%	-5%	-5%	-0.3%	0%	6%	3	1%	-4%	3%
CCOC(=O)c1[nH]c(C)c(C(=O)OCC(=O)N2CC(=O)Nc3ccccc32)c1C	?	3%[46.1 µM]	-5%	-1%	0.1%	-17%	4%	-5	3%	-1%	-3%
CC(C)(C)NC(=O)C(c1ccco1)N(Cc1ccc2c(c1)OCO2)C(=O)c1snc(C(N)=O)c1N (configuration not stated)	-27%	-1%	3%	0%	0.0%	0%	11%	-1	3%	-2%	2%

An unsorted share of the library; 3% or so of the library scored in one or more.
